Pin1 inh: qHTS Assay to Find Inhibitors of Pin1 | Peptidyl-prolyl cis-trans isomerase NIMA-interacting 1 (Homo sapiens), Q13526 | Potency, µM (highest dose often 115 µM), for the others: top-dose activity, negative = inhibition, usual class: inhibitors | Pin1 FP peptide displacement, HiFluor488, 10 min | 390,000 compounds, 0.009% hits; active = well fitted inhibition curve with a large enough effect in the polarisation, with a control signal flat, not every such curve was filed as active; inconclusive = small, poorly fitted or top-dose-only effect, or effect the other way, or a change in a side signal; inactive = no such curve, though single readings can be large or run the other way; the % refers to the polarisation; also: potency is read from the fitted curve at half-maximal effect; % is scaled to controls: 0 for no effect and ±100 for the full control effect
Target sequence (Q13526 whole entry, looked up): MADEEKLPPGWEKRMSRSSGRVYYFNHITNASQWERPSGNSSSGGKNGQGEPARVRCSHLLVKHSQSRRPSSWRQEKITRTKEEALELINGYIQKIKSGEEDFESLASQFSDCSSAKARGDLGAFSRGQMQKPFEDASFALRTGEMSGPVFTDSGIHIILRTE
HP1b chromo inh: HTS for Inhibitors of HP1-beta Chromodomain Interactions with Methylated Histone Tails. Chromobox protein homolog 1 (Homo sapiens), P83916. AlphaScreen HP1-beta / biotin-H3K9me3 peptide binding. Potency, µM (highest dose often 114 µM), for the others: top-dose activity change, negative = inhibition, usual class: inhibitors. 390,000 compounds, 0.56% hits. AID 540317, 2011; also: potency is read from the fitted curve at half-maximal effect; nearly all actives have a fitted effect of over 70% in size; inactives centre near 23
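HP1-beta protein (50 nM final) preincubated 30 min at room temperature with biotinylated H3(1-18)K9me3 peptide (50 nM) in PBS pH 7.4, 0.01% Tween-20, then compound added for 30 min. AlphaScreen streptavidin donor/nickel chelate acceptor beads (10 ug/mL final), 30 min dark, luminescence read.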
G9a inh: qHTS Assay for Inhibitors of Histone Lysine Methyltransferase G9a; Potency, µM (series often up to 102 µM), for the others: at the top dose activity, negative = inhibition, usual class: inhibitors; 350,000 compounds, 8.8% hits; G9a H3K9 monomethylation, AlphaScreen, 2 h; Histone-lysine N-methyltransferase EHMT2 (Homo sapiens), Q96KQ7; AID 504332, 2011; also: potency is read from the fitted curve at half-maximal effect; % is scaled to controls: 0 for no effect and ±100 for the full control effect; nearly all actives have a fitted effect of over 75% in size
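Using a bead-based AlphaScreen, monomethylated H3K9 product from 2 h room-temperature reactions (G9a 20 nM, peptide 500 nM, SAM 20 uM) was detected with 0.5 ug/mL rabbit anti-H3K9me1 antibody.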
PGK inhibitor: qHTS Assay to Find Inhibitors of Phosphoglycerate Kinase; PGK/GAPDH coupled, Kinase-Glo luminescence, 60 min; 380,000 compounds, 0.043% hits; Phosphoglycerate kinase, glycosomal (Trypanosoma brucei brucei), P07378; Potency, µM (series often up to 57.5 µM), for inactives: top-dose activity change, negative = inhibition, hits mostly inhibitors; also: potency is read from the fitted curve at half-maximal effect; % is scaled to controls: 0 for no effect and ±100 for the full control effect; nearly all actives have a fitted effect of over 60% in size
Target sequence (P07378 whole entry, looked up): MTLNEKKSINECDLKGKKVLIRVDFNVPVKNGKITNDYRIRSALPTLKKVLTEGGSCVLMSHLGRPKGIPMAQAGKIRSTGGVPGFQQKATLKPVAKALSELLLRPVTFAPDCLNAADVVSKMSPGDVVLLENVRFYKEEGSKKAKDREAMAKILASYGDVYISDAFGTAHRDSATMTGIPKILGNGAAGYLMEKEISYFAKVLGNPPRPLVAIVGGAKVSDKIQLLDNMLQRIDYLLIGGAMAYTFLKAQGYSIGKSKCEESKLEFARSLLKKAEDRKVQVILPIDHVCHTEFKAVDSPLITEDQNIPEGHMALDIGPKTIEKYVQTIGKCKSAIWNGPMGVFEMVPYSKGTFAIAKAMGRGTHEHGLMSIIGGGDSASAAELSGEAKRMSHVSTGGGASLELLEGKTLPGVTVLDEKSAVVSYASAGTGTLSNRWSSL
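Recombinant glycosomal PGK reaction used 1,3-bisphosphoglycerate generated in-well by GAPDH (100nM final) in 100mM TEA pH 7.6, 5mM MgCl2, 0.01% Tween-20. After 60 minutes at room temperature, ATP was read by Kinase-Glo Plus luminescence end-point.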
BAZ2B block: qHTS Assay for Inhibitors of BAZ2B | AlphaScreen BAZ2B-H3K14Ac peptide displacement | Potency, µM (series often up to 114 µM), for the others: at the highest dose activity change, negative = inhibition, most hits filed as inhibitors | 360,000 compounds, 4.4% hits | AID 504333, 2011; also: potency is read from the fitted curve at half-maximal effect; % is scaled to controls: 0 for no effect and ±100 for the full control effect; nearly all actives have a fitted effect of over 60% in size
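AlphaScreen luminescence quantifies BAZ2B engagement of H3K14Ac peptide; the protein and biotinylated peptide are both at 50 nM final, buffer PBS pH 7.4 with 0.01% Tween-20, all steps at room temperature.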
JMJD2A Tudor: qHTS Assay for Inhibitors of JMJD2A-Tudor Domain. Lysine-specific demethylase 4A (Homo sapiens), O75164. AlphaScreen JMJD2A-Tudor / H3K4me3 peptide binding. Potency, µM (titrated, usually from 114 µM), inactives show at the top dose activity change, negative = inhibition, hits mostly inhibitors. 390,000 compounds, 4.4% hits. AID 504339, 2011; also: potency is read from the fitted curve at half-maximal effect; % is scaled to controls: 0 for no effect and ±100 for the full control effect; nearly all actives have a fitted effect of over 50% in size
PI4K2A block: qHTS for small molecular inhibitors of PI4K2A; Phosphatidylinositol 4-kinase type 2-alpha (Homo sapiens), Q9BTU6; purified PI4K2A, ADP-Glo luminescence, 1 h; active compounds read low; activity change, negative = inhibition, % at 76.9 µM; 420,000 compounds, 0.13% hits; AID 1346378, 2018; in the data active = activity change below about -50%; inconclusive = mostly about -30% to -49%;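 also: -100% = wells without enzyme as full effect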
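ADP-Glo luminescence measured ADP generated by PI4K2A enzyme (4 ug/mL before mixing) with 1.2 mM PI substrate (pre-mix) and 300 microM ATP (pre-mix). Tris pH7.5 buffer with MgCl2, Triton X-100; 1 h reaction at ambient temperature.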
ERG Ets-DNA blk: qHTS for Small Molecule Inhibitors of the ERG Ets/DNA interaction; Transcriptional regulator ERG (Homo sapiens), P11308; fluorescence polarization, His-ERG Ets domain / labelled DNA; Potency, µM (series often up to 76.9 µM), inactives show top-dose FP activity, negative = inhibition, actives largely listed as inhibitors; 370,000 compounds, 0.028% hits; AID 624246, 2012; active = well fitted inhibition curve with a large enough effect in the polarisation, with a control signal flat; inconclusive = small, poorly fitted or top-dose-only effect, or effect the other way, or a change in a side signal; inactive = no such curve, though single readings can be large or run the other way; the % refers to the polarisation;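 also: polarization taken with two DNA probes labelled with fluorescein and Texas red; potency is read from the fitted curve at half-maximal effect; % of control where 0% means no effect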
Target sequence (P11308 whole entry, looked up, the tested form may be a part): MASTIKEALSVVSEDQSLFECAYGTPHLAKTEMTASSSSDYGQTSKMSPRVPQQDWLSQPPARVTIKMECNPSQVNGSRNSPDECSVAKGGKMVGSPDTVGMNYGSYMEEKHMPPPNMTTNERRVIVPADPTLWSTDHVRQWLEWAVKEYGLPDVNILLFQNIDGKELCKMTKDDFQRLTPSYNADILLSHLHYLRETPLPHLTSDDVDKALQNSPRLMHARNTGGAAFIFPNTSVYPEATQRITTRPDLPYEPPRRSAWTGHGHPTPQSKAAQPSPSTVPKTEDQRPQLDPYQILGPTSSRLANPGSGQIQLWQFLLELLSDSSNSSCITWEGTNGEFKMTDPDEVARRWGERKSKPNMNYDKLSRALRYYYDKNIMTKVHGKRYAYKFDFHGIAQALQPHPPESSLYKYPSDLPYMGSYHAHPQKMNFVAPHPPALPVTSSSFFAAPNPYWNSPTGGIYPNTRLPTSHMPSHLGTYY
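His-tagged ERG Ets domain (1 uM in the protein solution; 300mM KCl, 50mM Tris-HCl, 1mM EDTA, 1mM DTT, pH 7.5) received compound, then a probe mix of 5 nM fluorescein-DNA and 100nM Texas-615-DNA. Fluorescence polarization was read for both dyes.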
GLS inhibitor: qHTS for Inhibitors of Glutaminase (GLS); Potency, µM (top dose mostly 45.5 µM), for the others: at the highest dose activity change, negative = inhibition, actives largely listed as inhibitors; Glutaminase kidney isoform, mitochondrial (Homo sapiens), O94925; 410,000 compounds, 0.21% hits; GLS enzymatic activity, qHTS titration; also: potency is read from the fitted curve at half-maximal effect; % is scaled to controls: 0 for no effect and ±100 for the full control effect
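hKGA in 45 mM KH2PO4 pH 8.2, 0.02% Tween-20 with pin-transferred compounds; 1 mM L-glutamine (stock) plus glutamate oxidase/HRP/Amplex Red coupling added. Fluorescence read initially and after 30 min at RT.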
Numbers without * were called inactive; i = inactive; ? = inconclusive; . = not tested or not shown; [ ] = dose if it differs, or a comment. Unless noted, calls follow the shape of the dose curve; as a rule, active = well fitted curve in the direction sought with a large enough effect; inconclusive = small, poorly fitted or top-dose-only effect, or another doubt; inactive = no such curve, though single readings can be large; an effect the other way counts as inactive or inconclusive. Outcome played no part in choosing rows; 11% or so of the library scored in one or more.

SMILES	Pin1 inh	HP1b chromo inh	G9a inh	PGK inhibitor	BAZ2B block	JMJD2A Tudor	PI4K2A block	ERG Ets-DNA blk	GLS inhibitor
COc1ccc2cc(-c3[nH]ncc3CNCCn3nc(C)cc3C)ccc2c1	4%	27%	-7%	-1%	-16%	-24%	-3	0%	10%
CC(=O)Nc1sc2c(c1C(c1ccccc1Cl)N1CCN(CCO)CC1)CCCC2 (stereo not drawn)	-3%	-9%	?	4%	?	?	-4	6%	10%
CC/C(Cc1ccccc1)=N/NC(=O)c1cccc(Br)c1	2%	31%	8%[59 µM]	-7%	-2%	12%	1	-2%	5%
COc1cc(/C=C/C(=O)N2CCN(C)CC2)cc(S(=O)(=O)N2CCc3ccccc32)c1OC	-13%	58%[activator]	.	-1%	-16%	-6%[11.4 µM]	2	-3%	-7%
CCOc1ccc(S(=O)(=O)NCCC(=O)NCC(c2cccs2)N2CCOCC2)cc1 (stereo not drawn)	3%	19%	1%[12.7 µM]	-2%	-9%	-18%	0	-1%	8%
O=C(c1ccc(Cl)cc1)N1C2C=CC(C2)C1(C(F)(F)F)C(F)(F)F (stereo not drawn)	10%	64%[activator]	-4%	-4%	-4%	10%	2	-13%	-7%
CC(NC(=O)c1ccc(N2CCNCC2)c([N+](=O)[O-])c1)C12CC3CC(CC(C3)C1)C2 (stereo not drawn)	-7%	-2%	-1%[59 µM]	-7%	-17%	-34%	-1	-12%	0%
COc1ccccc1NS(=O)(=O)c1cccc(NC(=O)CCNC(=O)c2ccccc2OC)c1	?	24%	-1%[12.7 µM]	-7%	-4%	-24%	-6	-11%	13%
CN1CC[C@]2(CCN3CCc4c(oc5ccccc45)[C@@H]3C2)N(C)C1=O	-2%	22%	-30%[59 µM]	-2%	8%	-27%	-1	-13%	6%
c1ccc2c(CCc3ccncc3)cccc2c1	-11%	74%[activator]	.	-1%	.	3%	-2	-10%	1%
N#Cc1cccc(NC(=O)NCCc2c[nH]c3ccccc23)c1	?	35%	-41%	0%	-34%	-31%	-2	1%	15%
CC(=O)/C=C(\C)Nc1ccc(-c2cnc(-c3ccccc3)o2)cc1	-2%	12%	?	i	?	-11%	-3	1%	16%
Cc1cc2c(NS(=O)(=O)c3ccc(F)cc3)cccc2nn1	-8%	23%	?	-1%	-15%	-13%	1	18%	12%
O=C(Nc1ccc2c(c1)OCCO2)c1ccccc1F	-5%	-3%	25%[59 µM]	-23%	10%	-27%[11.4 µM]	-21	-4%	?
CCOC(=O)N1CCN(S(=O)(=O)c2ccc(OCC)c(C)c2)CC1	6%	11%	-46%	-1%	-3%	-11%	-4	-3%	1%
O=c1[nH]c(C2CCN(S(=O)(=O)c3ccc([N+](=O)[O-])cc3)CC2)nc2c1nnn2Cc1ccccc1	0%	4%	-2%	0%	?	-19%	-1	1%	9%
COc1ccc(C(=O)Nc2ccccc2C(=O)N2CCCCCC2)cc1OC	-5%	14%	11%	-6%	2%	-10%	-1	10%	8%
Cn1c(C(=O)N2CCC(C(=O)N3CCOCC3)CC2)cc2sccc21	7%	47%[activator]	9%[59 µM]	-1%	11%	4%	6	-1%	-10%
COc1ccc2ccccc2c1-c1sc(Nc2ccccc2)n[n+]1-c1ccc(F)cc1	-3%	?	50µM*	i	32µM*	40µM*	-3	-2%	7%
CCn1c(CCCCc2n[nH]c(=S)n2CC)n[nH]c1=S	1%	?	20µM*	-1%	-29%	4.5µM*	-1	-3%	17%
C#CCNC(=O)C1=C[C@@H](c2coc3ccccc3c2=O)[C@H](CCCO)[C@@H](OCC)O1	-9%	16%	-16%[59 µM]	-10%	-7%	-17%	-2	-3%	2%
O=C(c1cccc(S(=O)(=O)N2CCOCC2)c1)N1CCN(Cc2ccc3c(c2)OCO3)CC1	-2%	15%	40µM*	-4%	-26%	-11%	-4	-5%	19%
COCCCNS(=O)(=O)c1ccc(Oc2ncc(C(F)(F)F)cc2Cl)cc1	2%	34%	-2%[59 µM]	-4%	-5%	-4%	9	-11%	-5%
COc1ccc(NC(=S)NC(=O)c2cncc(Br)c2)cc1	-4%	-18%	.	-9%	.	-21%	-2	-4%	0%
CCc1nc(SCC(=O)OC(C)C)c2ccccc2n1	-8%	40%[activator]	139%[activator]	-11%	14%	-12%[11.4 µM]	-2	8%	10%
O=S(=O)(/N=C(/Nc1ccccn1)c1ccccc1)c1ccccc1	2%	18%	31%[59 µM]	.	0%	-13%	-5	.	16%
COC(=O)c1ccccc1-c1ccc(/C=C2\C(=O)N(c3ccccc3)N=C2c2ccccc2)o1	-14%	1.4µM*	7.1µM*	-1%	3.2µM*	?	-5	3%	2%
Cc1ccc(-n2ncc3c(NCCCOC(C)C)ncnc32)c(C)c1	-2%	19%	17%[59 µM]	-1%	6%	0%	2	1%	3%
CCn1nc(C)c(/C=N/NC(=O)c2c[nH]c3ccccc23)c1C	0%	23%	3%[59 µM]	2%	10%	-3%	1	-3%	10%
COc1ccc(CNC(=O)C2CCCN2S(=O)(=O)c2ccc(C)cc2)cc1 (stereo not drawn)	-2%	35%[activator]	0%	2%	8%	-14%	2	4%	4%
CCC(c1nnnn1Cc1ccc(OC)cc1)N(CCCO)Cc1cc2cc3c(cc2[nH]c1=O)OCO3 (stereo not drawn)	-25%	29%	?	-8%	-15%	-13%	-1	-5%	9%
CCn1nnnc1SCC(=O)Nc1cccc(C)n1	-10%	-8%	7%	6%	12%	-23%	-2	-2%	12%
CS(=O)(=O)c1ccc(Cl)c(NC(=O)COC(=O)CCN=C2NS(=O)(=O)c3ccccc32)c1	-17%	22%	-42%	-2%	13%	-3%	2	-17%	-7%
CC(C)CCOc1cccc(OCC(=O)N(C)C2CCS(=O)(=O)C2)c1 (stereo not drawn)	-2%	27%	?	0%	2%	-13%	6	3%	-2%
O=C(NCc1ccco1)C(c1ccc(F)cc1)N(C(=O)Cc1cccs1)c1cccnc1 (stereo not drawn)	-13%	30%	-13%	-1%	-19%	0%	-2	-5%	1%
O=S(=O)(c1ccc(-c2cc(C(F)(F)F)on2)s1)N1CCN(c2ccc(F)cc2)CC1	-2%	41%[activator]	-3%[59 µM]	10%	1%	-2%	-4	5%	-12%
Cc1ccccc1Nc1nnc(SCC(=O)Nc2ncc(C(F)(F)F)cc2Cl)s1	-4%	12%	-4%[59 µM]	-2%	-8%	-12%	1	-7%	-2%
O=C(Cn1c(CC(=O)N2CCOCC2)nc2ccccc21)Nc1ccc2c(c1)OC(F)(F)O2	0%	54%[activator]	-7%[12.7 µM]	-7%	-34%	2%[11.4 µM]	-2	2%	-12%
CCc1ccccc1NC(=O)CN(C)C(=O)Cn1ncc(Cl)c(Cl)c1=O	3%	31%	-20%	-4%	10%	-4%	5	-16%	-1%
Cc1oc(-c2ccc(Cl)cc2)nc1CSc1nnc(C)n2c1cc1sccc12	-7%	29%	-2%[59 µM]	i	-13%	0%	5	-1%	8%
COc1ccc(NC(=O)C2CCCN(S(=O)(=O)c3ccc4[nH]c(=O)ccc4c3)C2)cc1 (stereo not drawn)	-2%	68%[activator]	13%	-5%	2%	-7%	-1	4%	0%
O=C(/C=C/c1ccccc1Cl)NCc1ccco1	-4%	-1%	-4%[2.33 µM]	i	-10%	-30%	-4	-2%	4%
COC(=O)Cn1nnc(N2CCOCC2)n1	4%	11%	9%	-9%	0%	-11%	-4	-4%	8%
Cc1cccc(C)c1N1C(=O)CC(N2CCN(S(=O)(=O)c3ccccc3F)CC2)C1=O (stereo not drawn)	1%	31%	.	-7%	.	-17%	-1	6%	-2%
O=C(O)c1ccccc1NN=Cc1ccccc1	-2%	-1%	.	-8%	.	-32%	-4	-15%	7%
O=C(CCN1CCN(C/C=C/c2ccccc2)CC1)Nc1ccccc1Cl	1%	11%	?	-3%	-12%	-19%	2	-6%	-8%
Nc1nc(-c2ccc(Br)cc2)c(S(=O)(=O)c2ccccc2)s1	-1%	11%	8%[59 µM]	7%	-20%	-24%	-2	0%	9%
Cc1ccc(NC(=O)CN2CCCC2c2cccn2C)c(Br)c1 (stereo not drawn)	2%	?	.	-6%	.	-33%	5	8%	-5%
COc1ccc2[nH]cc(C(=O)N3CCCCC3)c(=O)c2c1	1%	40%[activator]	-7%[59 µM]	-9%	15%	-7%	-3	7%	3%
NC(=O)CN1C(=O)C2CCCCN2C(=O)c2ccccc21 (stereo not drawn)	1%	34%[activator]	9%[59 µM]	-5%	3%	2%	1	3%	-6%
